Growth percent in the NCI-60 one-dose screen (48 h, 10 µM unless noted): 100 = growth as untreated, 0 = no growth, -100 = all killed.
NCI-H226 – NCI-H226 lung cancer | hit rate 3.5% among 79,000 | AID 1794732
NCI-H522 – NCI-H522 lung cancer; hit rate 8% among 78,000
SW-620 – SW-620 colon cancer; AID 1794795; hit rate 5.2% among 82,000
NCI-H23 – NCI-H23 lung cancer. hit rate 4% among 80,000
HCT-15 – HCT-15 colon cancer | hit rate 5.2% among 82,000
NCI-H460 – NCI-H460 lung cancer. hit rate 6.8% among 82,000
COLO 205 – COLO 205 colon cancer | hit rate 7.3% among 79,000 | AID 1794742
NCI-H322M – NCI-H322M lung cancer; hit rate 2.7% among 80,000
HT29 – HT29 colon cancer; AID 1794748; hit rate 7.4% among 81,000
Numbers without * were called inactive; / = no result given; & = joins results of further samples; [ ] = dose if it differs, or a comment. The calls were made as follows: active = growth percent below 10; inactive = the rest. Hits appear at their usual frequency; any-hit rate near 12%.

Preview:
1: COc1ccc(C(=O)C[n+]2ccc(/C=C/c3ccncc3)cc2)cc1
2: COc1cc(-c2cc(/C=C/C(C)=O)[nH]n2)cc(OC)c1OC
3: O=C(Nc1ccc(Cl)cc1)C(Cl)Cl
4: CCc1ccc(Nc2ncnc3c2cnn3-c2cccc(Br)c2)cc1
5: Nc1ncn([C@@H]2O[C@H](CO)[C@@H](O)C2(F)F)c(=O)n1
assay / compound,1,2,3,4,5
NCI-H226,92.7,81.7,75.6,85.7,52.3
NCI-H522,81.5,-66.0*,69.7,89.1,86.9
SW-620,86.3,74.3,81.0,99.6,51.2
NCI-H23,89.5,87.7,91.3,96.1,30.6
HCT-15,97.9,65.7,73.8,100.5,52.2
NCI-H460,99.1,95.2,77.8,102.4,9.3*
COLO 205,84.6,93.4,93.4,104.1,/
NCI-H322M,87.8,79.4,84.5,104.7,70.0
HT29,87.5,66.6,74.9,108.4,70.1

The list itself, previewed entries included:
1: COc1ccc(C(=O)C[n+]2ccc(/C=C/c3ccncc3)cc2)cc1
2: COc1cc(-c2cc(/C=C/C(C)=O)[nH]n2)cc(OC)c1OC
3: O=C(Nc1ccc(Cl)cc1)C(Cl)Cl
4: CCc1ccc(Nc2ncnc3c2cnn3-c2cccc(Br)c2)cc1
5: Nc1ncn([C@@H]2O[C@H](CO)[C@@H](O)C2(F)F)c(=O)n1
6: COc1ccc(-c2nc3ccccc3n2CC(=O)N=Nc2c(O)[nH]c3ccc(OC)cc23)cc1
7: CN(C)CCNC(=O)c1cccc(-c2cnc3ccc(-c4ccc5c(c4)OCO5)nn23)c1
8: COC(=O)C[N+](C)(C)Cc1nc(C#N)c(N(C)C)o1
assay / compound,1,2,3,4,5,6,7,8
NCI-H226,92.7,81.7,75.6,85.7,52.3,-18.8*,75.3,102.5
NCI-H522,81.5,-66.0*,69.7,89.1,86.9,47.8,87.7,92.6
SW-620,86.3,74.3,81.0,99.6,51.2,48.6,52.8,99.3
NCI-H23,89.5,87.7,91.3,96.1,30.6,89.7,69.2,94.5
HCT-15,97.9,65.7,73.8,100.5,52.2,43.7,46.0,101.9
NCI-H460,99.1,95.2,77.8,102.4,9.3*,10.5,4.3*,105.5
COLO 205,84.6,93.4,93.4,104.1,/,36.0,74.8,95.0
NCI-H322M,87.8,79.4,84.5,104.7,70.0,89.4,58.6,97.1
HT29,87.5,66.6,74.9,108.4,70.1,0.3*,10.9,95.0

9: C#CC(C)(O)c1ccccc1 (stereo unspecified)
10: COc1ccncc1C(=O)Nc1ccc(-n2cnc3ccccc32)cc1
11: N#C/C(=C\c1cccc(C#N)c1)c1ccccc1
12: C=CCn1c(C)nc2cc(Nc3nc(NCCO)nc4ccccc34)ccc21
13: CC(C)[C@H](NC(=O)Cn1cc(C(=O)O)nn1)C(=O)O
14: COc1ccc(CCN2C(=O)/C(=C/c3csc(C#N)n3)SC2=S)cc1OC
15: S=C(c1ccc2c(c1)OCO2)N1CCN(c2ccccc2)CC1
16: COc1cc(/C=C/C(=O)/C=C(O)/C=C/c2ccc(OC(=O)C34CC5CC(CC(C5)C3)C4)c(OC)c2)ccc1O
assay / compound,9,10,11,12,13,14,15,16
NCI-H226,106.5,96.8,104.6,78.8,/,100.4,84.4,101.0
NCI-H522,101.9,87.2,95.6,88.1,103.8,-66.7*,56.8,61.0
SW-620,104.5,112.2,104.6,68.3,107.7,-20.5*,90.8,64.9
NCI-H23,103.3,102.2,101.2,81.9,97.3,38.5,90.3,91.5
HCT-15,110.8,100.8,111.2,105.2,100.0,-45.4*,67.7,87.8
NCI-H460,110.9,97.1,104.0,96.0,105.9,98.4,95.7,99.5
COLO 205,122.5,115.8,104.4,41.9,119.1,-27.5*,111.0,115.9
NCI-H322M,126.3,97.2,103.8,91.3,99.9,100.6,91.9,104.8
HT29,107.1,87.8,96.6,64.5,/,-48.4*,88.5,105.7

17: Cc1[nH]c(C)c2ccc(=O)ccc12
18: CN1CCN(c2ccc(Nc3nc(NCCCNS(=O)(=O)c4cccc(F)c4)c4sccc4n3)cc2)CC1
19: Cc1nc(-c2ccccc2)ccc1-c1nnc(SCc2ccccc2)o1
20: Nc1n[nH]c2cccc(C#Cc3cccc(NC(=O)c4cccc(Cl)c4)c3)c12
21: COc1ccc(-c2cc(-c3ccccc3)nc(Nc3nc4ccccc4[nH]3)n2)cc1
22: C#CC(C)(O)C(C)(C)C (stereo unspecified)
23: CCN(CC)CCC(C#N)(CCN(C)C)c1ccccc1 (stereo unspecified)
24: C=C1CCC2C3(C)COC(c4c(F)cccc4F)OC3CCC2(C)C1C/C=C1/C(=O)OCC1O (stereo unspecified)
assay / compound,17,18,19,20,21,22,23,24
NCI-H226,86.9[100 µM],111.6,102.3,45.8,104.1,101.1,98.1,-11.2*
NCI-H522,73.6[100 µM],-1.4*,97.8,11.4,99.3,115.0,93.6,-67.7*
SW-620,92.6[100 µM],46.5,104.7,42.1,107.5,109.5,/,-41.4*
NCI-H23,91.0[100 µM],84.0,98.8,38.2,107.3,101.0,107.8,-46.8*
HCT-15,86.0[100 µM],17.3,99.7,20.0,97.1,99.9,101.0,-18.7*
NCI-H460,106.3[100 µM],19.9,104.1,24.7,106.9,111.9,106.9,-22.3*
COLO 205,95.8[100 µM],27.1,99.3,19.2,94.1,114.1,115.9,-35.8*
NCI-H322M,98.2[100 µM],68.0,100.6,49.1,109.6,107.9,105.7,37.5
HT29,103.0[100 µM],-68.7*,102.9,37.8,101.3,101.4,102.2,3.2*

25: O=C1NC(=O)C(CC(=O)n2c(-c3ccccc3)nc3ccccc32)C(=O)N1
26: O=C(NCCc1ccccc1)C(O)C(Cc1ccccc1)N(Cc1ccccc1)Cc1ccccc1 (stereo unspecified)
27: COc1ccc(-c2csc(NC(=O)c3ccccc3CN3C(=O)c4ccccc4C3=O)n2)cc1
28: O=C(Cn1nc(-c2ccccc2)ccc1=O)N/N=C/c1ccc(N2CCOCC2)cc1
29: O=c1c2sc3ncc(Cl)cc3c2nnn1-c1cccc(Cl)c1
30: Clc1ccccc1-c1nc2ccccc2s1
31: CCCCCCCCCCCC(=O)N(C)CC(=O)O
32: CCOc1ccc(C(C)c2cc3c(cc2O)OCO3)cc1 (stereo unspecified)
assay / compound,25,26,27,28,29,30,31,32
NCI-H226,97.7,69.7,84.6,89.7,33.4,93.8,98.4&89.9,89.1
NCI-H522,93.0,46.7,77.8,89.4,82.0,90.0,101.6&112.1,57.9
SW-620,104.3,74.3,103.3,102.4,80.5,108.5,110.2&96.3,84.2
NCI-H23,97.4,71.2,95.7,100.1,83.8,84.1,116.0&106.1,88.6
HCT-15,100.3,46.6,91.9,97.2,87.5,95.5,104.0&102.6,79.4
NCI-H460,101.8,57.3,103.0,99.5,22.0,105.0,107.7&98.5,94.5
COLO 205,117.7,52.6,89.4,113.1,89.4,116.2,115.1&113.7,99.0
NCI-H322M,100.0,79.4,88.8,105.9,56.8,97.5,103.4&96.7,89.6
HT29,111.4,36.8,98.7,112.7,75.9,103.9,112.5&113.4,95.8

33: COc1cc(OC)c([C@@H]2Nc3cc(-c4cc(OC)c(OC)c(OC)c4)ccc3O[C@H]2CO)c(OC)c1
34: O=C(O)C(c1ccccc1)c1ccccc1O (stereo unspecified)
35: COc1cc(-c2nn(-c3ccccc3)cc2-c2ccnc(NCCCNS(=O)(=O)c3ccc(Cl)cc3)n2)ccc1Cl
36: CN(C=O)c1ccc(CSc2ccccc2)cc1
37: O=C1NN=CN2c3ccc(Cl)cc3CC(O)CC12 (stereo unspecified)
38: NC(=O)c1c(N)sc2c1CCCC2
39: CN(C)c1ccc(-c2nc3ccc(N)cc3[nH]2)cc1
40: O=C1CSc2ccccc2N1
assay / compound,33,34,35,36,37,38,39,40
NCI-H226,79.2,102.0,76.2,101.5,90.2,91.6,/,110.6
NCI-H522,84.0,/,64.2,109.2,94.1,100.3,73.6,104.3
SW-620,93.7,111.3,104.1,102.2,105.2,101.0,85.6,99.2
NCI-H23,98.5,106.7,99.1,105.3,107.2,99.7,91.3,99.8
HCT-15,96.8,93.4,79.9,101.2,104.9,97.3,86.6,117.8
NCI-H460,101.2,114.3,104.6,104.3,105.7,103.5,75.1,106.6
COLO 205,103.2,106.1,99.0,124.6,105.1,113.0,106.6,108.0
NCI-H322M,92.5,83.0,/,112.5,101.9,93.8,120.0,108.8
HT29,100.7,100.4,87.3,102.0,98.4,110.4,88.8,100.2

41: Clc1ccc2oc3c(OCCCn4ccnc4)c4ccccc4nc3c2c1
42: COc1ccc(C2=NN(C(=O)c3cc(OC)c(OC)c(OC)c3)C(c3ccc(C#N)cc3)C2)cc1OC (stereo unspecified)
43: O=[N+]([O-])c1cc(Cl)c2[nH]c3c(Cl)cc([N+](=O)[O-])cc3c2c1
44: NC1=NN(c2ccccc2)C(=O)/C1=C/c1ccc(Cl)cc1
45: CC(=O)NC(C)C(=O)O (stereo unspecified)
46: N#CC1=C(N2CCCCC2)NC(c2cccc([N+](=O)[O-])c2)c2sc3c(F)cccc3c21 (stereo unspecified)
47: COc1ccc(-c2nc(SCCC(C)C)nc(N/N=C\c3ccccc3Cl)c2C#N)cc1
48: O=S(=O)(c1ccc(Cl)cc1)c1cc(O)ccc1O
assay / compound,41,42,43,44,45,46,47,48
NCI-H226,88.5,52.4,-0.7*,99.2,107.0,89.6,98.8,89.6
NCI-H522,44.0,-16.0*,-44.0*,90.6,107.4,95.4,83.1,70.0
SW-620,36.1,16.1,5.4*,100.6,110.4,98.0,95.3,94.0
NCI-H23,/,43.2,9.1*,98.0,107.1,99.9,101.1,87.2
HCT-15,40.4,26.7,11.3,99.4,106.1,104.1,104.0,95.3
NCI-H460,32.6,9.8*,-15.8*,99.1,111.6,98.8,98.5,98.8
COLO 205,36.0,-9.3*,-73.6*,95.7,104.3,117.1,106.9,114.4
NCI-H322M,73.2,36.9,-0.9*,97.8,126.5,101.6,91.5,93.8
HT29,36.7,-8.4*,-38.3*,102.3,125.5,105.3,112.5,92.5

49: COc1cccc(/C(C)=C2\SC(=S)NC2=O)c1
50: Cn1cccc1/C=N/NC(=O)Cn1c2ccccc2c2ccncc21
51: COc1cc([N+](=O)[O-])ccc1NC(=O)N(C)Cc1ccccc1
52: COc1cc(C2NC(=S)NC(C)=C2C(=O)OC(C)C)cc(OC)c1OC (stereo unspecified)
53: O=C(O)c1cccnc1
54: Cc1cc2c(cc1C)NC1=C(N2)OC(c2c3ccccc3cc3ccccc23)C1=O (stereo unspecified)
55: CCCCN(CCCC)CC(O)c1ccc(OCc2ccccc2)c2ccccc12 (stereo unspecified)
56: Cc1nc(Nc2ccccn2)sc1C(=O)CC(SCC(=O)Nc1ccc(Cl)cc1)c1ccccc1F (stereo unspecified)
assay / compound,49,50,51,52,53,54,55,56
NCI-H226,105.1,90.9,86.0,99.3,92.6&98.8&101.9,52.0,103.8,48.0
NCI-H522,99.2,84.1,82.4,89.3,96.6&101.0&107.5,-5.2*,23.7,-12.8*
SW-620,110.3,106.8,100.2,122.8,100.6&109.3&97.2,19.3,72.6,2.2*
NCI-H23,100.2,107.2,102.5,104.3,104.2&109.3&90.3,15.2,61.2,-0.7*
HCT-15,102.5,109.3,98.2,98.6,104.8&100.0&105.5,0.5*,69.7,2.3*
NCI-H460,113.8,94.4,103.3,119.7,109.0&109.1&111.9,2.1*,83.1,6.8*
COLO 205,107.6,112.1,117.5,122.7,111.6&101.6&96.8,-40.7*,87.9,-49.7*
NCI-H322M,95.1,109.5,86.8,100.5,93.2&120.4&110.4,45.9,90.0,19.6
HT29,110.4,95.9,90.1,105.2,103.8&104.1&102.4,12.5,19.1,-28.4*

57: O=S(=O)(CS(=O)(=O)c1ccc(Cl)c(Cl)c1)c1ccc(Cl)c(Cl)c1
58: O=c1c2cc(Cl)ccc2oc2ccc(OCCCCCN3CCCCCC3)cc12
59: COc1cc2c(cc1O)C(=O)CCCC2
60: CCN1C2=C(Sc3ssc(=S)c31)SC1c3cccn3CCN1C2=O (stereo unspecified)
61: CCOC(=O)N/N=C/c1ccc(OC)cc1
62: C=CCOC(=O)C1=C(C)N(CC)C(=O)NC1c1c(Cl)n(C)c2ccccc12 (stereo unspecified)
63: CC(=O)Nc1nc(C)c(S(=O)(=O)Cl)s1
64: CNc1ncnc2nc[nH]c12
assay / compound,57,58,59,60,61,62,63,64
NCI-H226,100.3,90.1,102.4,98.4,104.3,106.1,/,98.9
NCI-H522,90.2,80.2,70.6,78.6,/,85.3,94.4,101.9
SW-620,106.1,84.6,92.9,100.0,101.3,100.6,107.8,111.1
NCI-H23,110.6,87.5,91.8,91.9,113.8,96.0,112.8,105.1
HCT-15,99.2,30.0,95.3,95.9,98.1,82.5,113.8,99.6
NCI-H460,102.5,63.0,102.6,102.1,99.9,99.0,112.3,106.1
COLO 205,105.4,76.7,142.6,104.1,105.6,107.8,109.9,121.7
NCI-H322M,105.6,89.6,102.1,99.1,120.1,78.8,/,111.2
HT29,116.0,5.6*,97.2,107.0,117.6,89.8,105.9,112.3

65: CC(=O)OC(C(=O)c1ccccc1)c1ccccc1 (stereo unspecified)
66: O=S(=O)(NCCCNc1nccc(-c2[nH]c(-c3ccccc3)nc2-c2ccc(F)c(O)c2)n1)c1cccc(F)c1
67: CCCCC[n+]1ccc(SCC(=O)N(C)c2ccc(Oc3ccccc3)cc2)c2ccccc21
68: CCCCCCCCCCCCCCCCOc1ccc(S(=O)(=O)Nc2cc(C(=O)OC)cc(C(=O)OC)c2)cc1N
assay / compound,65,66,67,68
NCI-H226,98.9,96.7,105.8,109.4
NCI-H522,90.6,87.5,63.3,95.1
SW-620,99.3,119.5,86.4,108.6
NCI-H23,110.7,90.4,90.3,109.2
HCT-15,104.7,86.0,100.3,104.1
NCI-H460,100.6,78.0,106.9,116.7
COLO 205,106.9,96.3,20.9,111.3
NCI-H322M,99.8,103.2,107.1,102.8
HT29,80.4,99.4,101.5,100.7
